# CSN inh – inhibitors of human CSN-mediated cullin deneddylation. inhibition, % at 12.5 µM. Q92905. AID 651999. Purified CSN, SCF-Nedd8-OG deneddylation, fluorescence polarization. hit rate 0.38% among 360,000;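 active means pattern-corrected inhibition above about 35%, with an unprinted fluorescence ratio check between 0.5 and 1.5, limit read from the data, passing the limit was not always enough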;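 further: 0% = enzyme with substrate and 100% = substrate without enzyme; some results filed as inactive read as strong as hits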
# Target sequence (Q92905 whole entry, looked up, one chain of several): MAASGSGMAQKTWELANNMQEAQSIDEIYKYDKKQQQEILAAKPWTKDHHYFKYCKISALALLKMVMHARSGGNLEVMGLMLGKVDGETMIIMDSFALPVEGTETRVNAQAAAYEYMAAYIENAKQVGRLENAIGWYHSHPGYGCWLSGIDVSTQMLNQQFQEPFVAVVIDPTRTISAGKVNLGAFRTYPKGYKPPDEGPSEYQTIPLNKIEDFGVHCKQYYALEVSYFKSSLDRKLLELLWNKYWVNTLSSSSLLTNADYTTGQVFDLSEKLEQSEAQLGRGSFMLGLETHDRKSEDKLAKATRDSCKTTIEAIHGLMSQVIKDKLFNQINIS
#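 Detection – fluorescence polarization · System – HEK293T-derived human Csn5 enzyme · Controls – substrate-only high control, full reaction low control · Timing – 90 min, room temperature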
# MT1-MMP act inh – MT1-MMP (human) activation inhibition | hit rate 0.061% among 360,000 | HT1080 RFP-PRO-GFP cells, GFP/RFP ratio fluorescence, overnight; percent of plate control window, DMSO zero | GFP/RFP ratio change, % at 20 µM | P50281;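 active means GFP/RFP ratio change of at least 30% with cell ATP level not reduced by more than half and red fluorescence within 50% of control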; further: strong numbers were not always called active
#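 Assay system: HT1080 RFP-PRO-GFP cells. Benchmarks: DMSO vehicle wells and RFP-L50D-GFP reporter cell wells. Times: overnight cell settling, then overnight compound exposure, 37 °C, 5% CO2. Compound: 20 µM single dose, 1% DMSO. Read-out basis: GFP/RFP fluorescence ratio.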
# E coli Lon inh – E. coli protease La inhibition; P0A9M0; purified E. coli Lon protease, fluorescence polarization; inhibition, % at 7.94 µM; hit rate 0.42% among 360,000; AID 602123; in the data active means inhibition above about 13%, passing the limit was not always enough;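 further: 0% = enzyme with probe and DMSO and 100% = no enzyme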
# Rpn11 block – inhibitors of human proteasome Rpn11; O00487; human 26S proteasome, Ub4-pepOG fluorescence polarization; 20S core pre-blocked with epoxomicin; calls only at 20 µM; hit rate 0.59% among 360,000;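 active means inhibition at 20 µM, scaled to each plate's controls, above about 33%, limit read from the data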
# PABP1 MLLE inh – blocks PAM2 peptide binding to the PABP1 MLLE domain; AID 588489; hit rate 0.36% among 360,000; GST-MLLE / FITC-PAM2 fluorescence polarization; inhibition, % at 20 µM; in the data active means inhibition above about 35%, passing the limit was not always enough;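 further: plate controls were DMSO wells with GST-MLLE for no effect and wells lacking GST-MLLE protein for full effect; some results filed as inactive read as strong as hits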
# Target sequence (P11940 whole entry, looked up, the tested form may be a part): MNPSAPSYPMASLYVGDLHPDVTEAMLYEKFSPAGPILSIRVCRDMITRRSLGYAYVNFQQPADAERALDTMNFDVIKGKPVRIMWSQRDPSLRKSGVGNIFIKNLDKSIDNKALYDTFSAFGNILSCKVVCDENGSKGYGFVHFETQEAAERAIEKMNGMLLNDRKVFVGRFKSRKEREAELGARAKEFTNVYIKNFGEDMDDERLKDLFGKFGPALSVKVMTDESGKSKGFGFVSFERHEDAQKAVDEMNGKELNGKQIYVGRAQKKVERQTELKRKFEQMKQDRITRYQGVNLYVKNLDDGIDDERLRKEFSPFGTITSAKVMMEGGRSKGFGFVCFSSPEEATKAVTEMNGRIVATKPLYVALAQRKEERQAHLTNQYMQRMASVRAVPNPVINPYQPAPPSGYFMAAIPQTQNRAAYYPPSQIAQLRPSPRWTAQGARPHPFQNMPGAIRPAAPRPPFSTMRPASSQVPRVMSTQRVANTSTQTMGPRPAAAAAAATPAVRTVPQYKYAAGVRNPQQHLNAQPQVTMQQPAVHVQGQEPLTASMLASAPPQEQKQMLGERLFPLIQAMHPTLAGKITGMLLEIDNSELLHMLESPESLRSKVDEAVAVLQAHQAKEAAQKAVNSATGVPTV
# MsrA act – activators of bovine methionine sulfoxide reductase A. purified bovine MsrA, absorbance read-out. activation, % at 10.6 µM. hit rate 0.3% among 360,000. AID 602163; in the data active means activation above about 7.5%;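 further: 0% = vehicle and 100% = reference activator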
# MsrA inh – inhibits bovine methionine sulfoxide reductase A; inhibition, % at 15.5 µM; purified bovine MsrA, absorbance read-out; hit rate 0.75% among 360,000; AID 651718; in the data active means inhibition above about 4.5%;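 further: 0% = vehicle wells with enzyme and 100% = reference inhibitor wells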
# FAS TE block – blocks the thioesterase domain of human fatty acid synthase; P49327; recombinant FAS-TE, OMFH fluorogenic substrate, fluorescence endpoint; inhibition, % at 15 µM; hit rate 0.67% among 360,000; AID 602261;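 active means compounds whose normalised, plate-corrected inhibition of enzyme fluorescence in the single-dose primary screen is 50% or more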;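 further: 0% = DMSO with enzyme and 100% = substrate without enzyme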
# Rin1-Abl PPI inh – blocks binding of human Rin1 to Abl; TR-FRET Rin1/Abl binding, biochemical; inhibition, % at 7.35 µM; hit rate 0.4% among 360,000; P00519+Q13671; in the data active means inhibition above about 5%, passing the limit was not always enough
# * = called active by the depositor; i = inactive; x = no result given; + = active, no number. Rows are unselected; 3.7% or so of the library scored in one or more.
SMILES	PABP1 MLLE inh	MT1-MMP act inh	Rpn11 block	E coli Lon inh	CSN inh	FAS TE block	Rin1-Abl PPI inh	MsrA act	MsrA inh
COC(=O)c1cccc(C(=O)Oc2cccc(Br)c2)n1	12	8	i	4	-2	-3	-1	-1	-0.8
CCCCOCC(O)CCc1n[nH]c(=S)n1-c1ccccc1 (stereo not given)	-15	0	i	3	12	-2	3	-3	-0.8
C=CC[C@H]1Cc2c(cccc2[N+](=O)[O-])[C@H](CC=C)N1	2	0	i	-2	-7	4	-1	-4	2.1
Cc1cc(C(=O)N/N=C/c2ccc(-c3cccc(Cl)c3)o2)n[nH]1	13	-2	i	10	-4	9	-4	-3	2.3
O=C(CSc1nnc(C2CC2)n1-c1ccccc1)N1CCCC1	-25	0	i	1	-3	-8	5	-5	2.5
Cc1ccc(S(=O)(=O)N2CCCC2CNC(=O)c2ccc3c(c2)OCO3)cc1 (stereo not given)	15	5	i	-9	1	1	3	1	-1.9
COCCn1c(SCc2ccc(C(=O)OC)o2)nc2cc(Cl)ccc2c1=O	5	-8	i	2	-3	32	1	-7	-1.4
COc1ccccc1NS(=O)(=O)c1ccc2c(c1)NC(=O)CC(=O)N2	0	0	i	3	-2	-4	-1	0	-1.1
COc1ccc(CCc2nnc(NS(C)(=O)=O)s2)cc1	3	-5	i	6	-4	-9	-1	-5	0.2
COC(=O)c1sccc1NC(=O)CC1C(=O)NCCN1C(=O)Nc1ccccc1 (stereo not given)	-5	2	i	2	1	-6	0	-7	-0.9
CC(C)CNC(=O)c1cc(S(=O)(=O)N2CCOCC2)ccc1N1CCCC1	3	-2	i	-1	-2	-5	-1	-5	-0.6
CCc1ccc(CNC(=O)C(=O)NCCc2ccc(OC)c(OC)c2)cc1	9	-1	i	5	1	-3	0	1	-0.1
O=C(COC(=O)C1=COCCO1)Nc1ccc(Oc2ccccc2)cc1	-7	4	i	0	-1	-4	-3	-11	0.0
COc1ccc(N(CC(=O)NC2CC3CCC2C3)S(=O)(=O)c2ccccc2)cc1OC (stereo not given)	-5	1	i	11	-1	-2	4	-11	-0.4
O=C(NCc1cccs1)c1cccc2c(-c3ccc(F)c(F)c3)coc12	9	4	i	-1	1	27	3	-2	1.2
CN(C)c1ccc(-c2csc(C(O)c3ccc(F)cc3)n2)cc1 (stereo not given)	-7	-1	i	-9	5	8	-1	2	-0.3
Cn1c(-c2ccccc2)c(CCO)c2ccccc21	13	6	i	32*	-6	-4	2	-12	-0.1
O=C(NCCCCc1ccccc1)c1ccccc1Cl	8	4	i	-1	-1	3	-2	-3	0.2
COc1cc(O)c(C(CCN2CCCCC2)c2ccc(N(C)C)cc2)c(OC)c1 (stereo not given)	-14	-4	i	-2	-1	-10	1	-1	1.4
CCCc1cc(=O)oc2c(C)c(O[C@@H]3O[C@H](CO)[C@@H](O)[C@H](O)[C@H]3O)ccc12	6	-24	i	2	-1	0	-1	-6	1.8
O=C(Nc1ccc(Cl)cc1)Nc1ccccn1	-8	-7	i	-2	6	-2	0	8.4*	1.3
O=C(Cc1ccccc1)NCC(=O)OCc1cccc([N+](=O)[O-])c1	2	0	i	-2	38*	9	1	-1	-0.9
Cc1cc(=O)oc2cc(OS(C)(=O)=O)ccc12	-4	-1	i	-1	-11	-7	-1	-12	0.4
COC(=O)c1cc(S(=O)(=O)N2CCOCC2)c(N2CCOCC2)cc1N1CCOCC1	1	2	i	5	0	1	-1	1	1.1
C1CCc2nc3c(nc2C1)CCCC3	3	-1	i	-4	0	-9	0	17*	-0.5
CCn1c(SCC(=O)Nc2cc(C)on2)nnc1-c1cccs1	-9	2	i	3	4	-10	-3	-3	-1.2
CCOC(=O)c1sc(C)c2c1NC(c1ccc(N(C)C)cc1)NC2=O (stereo not given)	-6	0	i	-11	6	0	-7	-1	1.8
C[C@H](CO)N1C[C@H](C)[C@@H](CN(C)C(=O)NC2CCCCC2)OCc2cnnn2CCCC1=O	-2	4	i	-1	5	-10	3	-3	0.1
COc1ccc(S(=O)(=O)Cc2ccc(C(=O)NCc3ccco3)o2)cc1	5	0	i	4	-2	-1	-3	-1	0.7
O=C(O)C1CSC(c2ccc3c(c2)OCO3)N1 (stereo not given)	24	-6	i	-9	1	-4	-2	-3	0.4
Cc1cc(C)n(-c2nc3c(c(=O)[nH]c(=O)n3C)n2Cc2ccc(F)cc2)n1	-1	-6	i	-1	-2	-4	-2	-1	-0.1
C[C@H]1CC[C@@]2(O[C@H](CCO)C[C@H](O)[C@H]2O)O1	4	2	i	-3	0	-14	-1	-1	1.0
COc1cccc(NC(=O)CN(C)CC(=O)Nc2ccccc2-c2ccccc2)c1	-4	-3	i	10	6	4	0	-3	1.0
CC(C)n1nnnc1C(c1ccc(F)cc1)N1CCN(C2CCCC2)CC1 (stereo not given)	8	-2	i	-9	3	-9	2	0	-0.8
CCN(Cc1ccccc1)S(=O)(=O)c1cc(C(=O)NCC2CCCCC2)ccc1OC	-9	-7	i	-7	0	30	3	-2	-0.1
O=[N+]([O-])c1cccnc1Oc1ccc(F)cc1	15	0	i	10	1	2	-2	-6	0.0
CCCCC(=O)N1CCN(c2nc(-c3ccc(F)cc3)cs2)CC1	13	-3	i	4	-4	5	-1	0	1.1
COc1cccc(C(=O)C2CCCN(Cc3cccc(-n4nc(C)cc4C)c3)C2)c1 (stereo not given)	8	-3	i	-5	3	10	-2	-5	-0.3
Cc1nn(C)cc1C(=O)/C=C/c1ccc([N+](=O)[O-])cc1	-10	-6	i	-4	-11	1	5	-16	3.3
COc1ccc(C(=O)N2CCN(C(=O)Cc3ccccc3)CC2)cc1OC	0	-1	i	0	-3	-9	0	-2	1.0
CCCCOc1ccc(S(=O)(=O)NC(=O)C2(C)CCN2C(=O)c2cccc(F)c2)cc1 (stereo not given)	1	2	i	4	-4	-2	0	-4	1.3
O=c1nc(-c2ccccc2)nc(-c2ccccc2)[nH]1	1	-1	i	-4	114	-6	1	-2	0.3
COc1cccc(/C=c2\sc3nc(-c4cccs4)nn3c2=O)c1OC	-11	-1	i	-9	6	-6	-6	-3	0.5
O=C(COc1ccccc1CNC[C@H]1O[C@@H](n2ccc(=O)[nH]c2=O)[C@H](O)[C@@H]1O)N1CCCCC1	3	1	i	2	-4	-6	1	0	0.7
CC(=O)c1sc(NC(=O)c2cccs2)nc1C	4	-2	i	-2	-3	-3	-4	-4	2.8
Cc1ccc2[nH]c(-c3cccc(F)c3)cc(=O)c2c1	-9	19	i	-4	1	-10	2	-5	-0.5
CCN(c1ccccc1C)S(=O)(=O)c1cc2c3c(c1)CCC(=O)N3CCC2	-9	-2	i	-5	-1	-12	0	-3	-1.4
CC(=O)N1c2ccc(S(=O)(=O)N3CCC(C(=O)N4CCN(c5cc(Cl)ccc5C)CC4)CC3)cc2CC1C (stereo not given)	1	-2	i	-1	5	42	-1	-6	1.2
CCOc1ccc(NC(=S)c2ccncc2)cc1	28	-3	i	-5	-1	-9	-1	2	1.2
CC(C)(C)c1ccc(C(=O)Nc2cccnc2)cc1	3	5	i	1	0	3	0	-3	-0.1
COc1cccc(C2NC(=S)NC3=C2CCc2ccccc23)c1 (stereo not given)	-52	-4	i	6	-2	-8	-2	-5	0.1
CN(C)/C=C(/C(=O)c1ccc(Cl)cc1)S(C)(=O)=O	12	-2	i	-2	-7	-6	5	-1	1.7
COc1ccc(-c2nc3c(C)cc(Br)cn3c2Cc2ccc(C)cc2)cc1OC	-13	-1	i	28*	0	13	-4	-1	0.7
CC1(C)CC(=O)C=C(Nc2ccc([N+](=O)[O-])cc2)C1	2	0	i	-10	5	2	-2	-4	2.6
Cc1nc(C)c(NC(=O)N2CCc3ccccc32)cc1NC(=O)N1CCc2ccccc21	-2	10	i	4	4	1	-1	-4	-0.5
COc1ccccc1NC(=O)N1CCCC1C(=O)NCCc1ccccc1 (stereo not given)	12	-2	i	-2	-1	-5	0	-3	1.1
COc1ncc(-c2ccc(N3C(c4ccc([N+](=O)[O-])cc4)=Cc4ccccc4C3CC(C)=O)cc2)cn1 (stereo not given)	x	1	x	-17	2	39	x	-6	2.2
C=CCNC(=S)Nc1ccc(C(N)=O)cc1	15	0	i	6	-21	-2	-2	0	-0.8
CCc1nc2ccc(C(=O)Nc3ccc4c(c3)OCC(=O)N4)cn2c1N(C)Cc1nccn1C	-4	0	i	-12	2	-8	-1	-5	0.5
Cc1ccc(C(=O)NCC(=O)NCCCc2ccccc2)s1	-6	-1	i	2	-2	0	1	-3	0.8

# (further entries)
SMILES	PABP1 MLLE inh	MT1-MMP act inh	Rpn11 block	E coli Lon inh	CSN inh	FAS TE block	Rin1-Abl PPI inh	MsrA act	MsrA inh
CC1(C(=O)NS(=O)(=O)c2ccc(F)cc2F)CCN1C(=O)CC(c1ccccc1)c1ccccc1 (stereo not given)	30	-4	i	10	1	-6	3	-4	0.0
Cc1cc(C)nc(SC(C)C(=O)Nc2ccc(S(N)(=O)=O)cc2)n1 (stereo not given)	-7	-3	i	2	3	-5	-3	0	-1.8
O=C(c1c[nH]c2ccccc12)N1CCN(c2ccccc2)CC1	-39	-3	i	-16	0	-2	1	-3	2.6
CCCCOCCCNC(=O)CC(C)c1ccccc1 (stereo not given)	12	-3	i	1	-11	-12	1	-5	-0.2
O=C(Sc1cccc2cccnc12)c1ccccc1Br	37*	-4	+	-1	8	11	0	4	-0.6
CCC1=C/C(=C/N(C)c2ccccc2)C(=O)S1	31	-13	i	-8	5	-10	4	-5	1.4
CCCOc1ccc(S(=O)(=O)n2cc(Br)c(=O)[nH]c2=O)cc1	-17	2	i	-2	-3	-2	-1	-1	-0.7
COc1ccc(S(=O)(=O)N2CCc3ccccc32)cc1NC(C)=O	-11	-8	i	1	5	-3	0	-2	-0.9
CC1=CC(C2CC(=O)N(c3ccccc3C)C2=O)CC2C(=O)N(c3ccccc3C)C(=O)C12 (stereo not given)	-7	-3	i	-1	-9	-3	-1	-3	-0.7
